APEX1 inh: qHTS Assay for Inhibitors of the Human Apurinic/apyrimidinic Endonuclease 1 (APE1); DNA repair nuclease/redox regulator APEX1 (Homo sapiens), P27695; recombinant APE1, TAMRA/BHQ-2 abasic DNA cleavage fluorescence; Potency, µM (titrated, usually from 65.8 µM), inactives show at the highest dose activity change, negative = inhibition, usual class: inhibitors; 0.35% of 350,000 active;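 further: potency means the concentration at half of the fitted maximal effect; plate controls were vehicle for no effect and reference inhibitor for full effect; nearly all actives have a fitted effect of over 55% in size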
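APE1 at 0.75 nM final was preincubated with compound 15 min at room temperature, then 50 nM double-stranded THF abasic-site substrate (5'-TAMRA/3'-BHQ-2) was added. Fluorescence (ex 525/em 598 nm) was read kinetically; third-minus-first read gave activity.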
BLM inh: qHTS Assay for Inhibitors of Bloom's syndrome helicase (BLM); RecQ-like DNA helicase BLM (Homo sapiens), P54132; recombinant BLM DNA unwinding, fluorescence dequenching; Potency, µM (titrated, usually from 56.1 µM), for the others: at the top dose activity change, negative = inhibition, actives largely listed as inhibitors; 0.2% of 350,000 active; AID 2528, 2010;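 further: potency means the concentration at half of the fitted maximal effect; plate controls were vehicle for no effect and no enzyme for full effect; nearly all actives have a fitted effect of over 35% in size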
Target sequence (P54132 whole entry, looked up): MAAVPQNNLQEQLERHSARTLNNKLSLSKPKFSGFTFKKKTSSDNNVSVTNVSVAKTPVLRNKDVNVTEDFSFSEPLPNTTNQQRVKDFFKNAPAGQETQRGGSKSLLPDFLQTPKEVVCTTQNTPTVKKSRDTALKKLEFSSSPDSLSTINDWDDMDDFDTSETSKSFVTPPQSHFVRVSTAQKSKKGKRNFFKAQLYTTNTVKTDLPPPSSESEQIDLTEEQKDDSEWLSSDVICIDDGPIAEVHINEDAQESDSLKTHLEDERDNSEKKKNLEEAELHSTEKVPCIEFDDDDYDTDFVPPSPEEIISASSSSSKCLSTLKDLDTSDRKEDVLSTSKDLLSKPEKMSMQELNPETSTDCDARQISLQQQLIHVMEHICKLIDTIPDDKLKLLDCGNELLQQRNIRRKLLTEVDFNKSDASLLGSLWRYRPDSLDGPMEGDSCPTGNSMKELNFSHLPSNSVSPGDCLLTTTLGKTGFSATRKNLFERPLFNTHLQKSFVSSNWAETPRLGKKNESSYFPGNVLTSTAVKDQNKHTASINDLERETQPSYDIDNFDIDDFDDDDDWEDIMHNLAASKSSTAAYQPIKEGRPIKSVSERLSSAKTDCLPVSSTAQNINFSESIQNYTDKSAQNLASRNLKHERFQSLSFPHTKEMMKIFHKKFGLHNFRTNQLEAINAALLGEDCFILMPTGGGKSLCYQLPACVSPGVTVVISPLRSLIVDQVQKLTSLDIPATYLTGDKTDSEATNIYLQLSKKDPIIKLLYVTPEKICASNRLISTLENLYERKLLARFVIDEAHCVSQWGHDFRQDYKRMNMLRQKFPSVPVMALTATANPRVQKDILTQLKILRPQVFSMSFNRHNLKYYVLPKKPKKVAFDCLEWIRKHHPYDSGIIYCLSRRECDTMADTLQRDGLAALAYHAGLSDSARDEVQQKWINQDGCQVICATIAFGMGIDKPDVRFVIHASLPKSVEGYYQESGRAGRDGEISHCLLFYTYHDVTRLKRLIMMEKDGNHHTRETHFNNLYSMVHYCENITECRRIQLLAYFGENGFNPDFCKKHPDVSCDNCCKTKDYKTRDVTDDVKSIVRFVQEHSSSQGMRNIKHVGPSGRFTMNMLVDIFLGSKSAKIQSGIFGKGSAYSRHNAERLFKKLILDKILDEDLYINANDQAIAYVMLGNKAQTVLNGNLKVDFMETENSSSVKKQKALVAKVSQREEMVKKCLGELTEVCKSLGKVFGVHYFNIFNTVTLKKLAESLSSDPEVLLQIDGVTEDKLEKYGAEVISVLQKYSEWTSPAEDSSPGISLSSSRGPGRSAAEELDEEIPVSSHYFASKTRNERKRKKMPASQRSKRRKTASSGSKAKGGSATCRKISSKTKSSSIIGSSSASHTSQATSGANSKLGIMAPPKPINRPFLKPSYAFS
POLI inh: qHTS for Inhibitors of Polymerase Iota; Potency, µM (doses to about 115 µM), for the others: at the highest dose activity, negative = inhibition, most hits filed as inhibitors; Pol iota fluorescent replication assay, 10 min; 1% of 390,000 active; DNA polymerase iota (Homo sapiens), Q9UNA4; AID 588590, 2011; further: potency means the concentration at half of the fitted maximal effect
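Pol iota at 10 nM preincubated 15 min with compounds at room temperature; reaction started with fluorescent substrate, 50 nM final. Fluorescence read kinetically at 0 and 10 min; buffer-only wells as negative control.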
Tb PGK inh: qHTS Assay to Find Inhibitors of Phosphoglycerate Kinase; Potency, µM (doses to about 57.5 µM), inactives show top-dose activity change, negative = inhibition, hits mostly inhibitors; PGK/GAPDH coupled, Kinase-Glo luminescence, 60 min; Phosphoglycerate kinase, glycosomal (Trypanosoma brucei brucei), P07378; 0.043% of 380,000 active; further: potency means the concentration at half of the fitted maximal effect; on the % scale 0 is the no-effect control and ±100 the full control effect; nearly all actives have a fitted effect of over 60% in size
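Recombinant glycosomal PGK reaction used 1,3-bisphosphoglycerate generated in-well by GAPDH (100nM final) in 100mM TEA pH 7.6, 5mM MgCl2, 0.01% Tween-20. After 60 minutes at room temperature, ATP was read by Kinase-Glo Plus luminescence end-point.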
Pol beta inh: qHTS Assay for Inhibitors of DNA Polymerase Beta. P06746. Pol beta primer extension/strand displacement, fluorescence kinetic. Potency, µM (highest dose often 114 µM), without a hit: at the top dose activity change, negative = inhibition, hits mostly inhibitors. 1.3% of 340,000 active. AID 485314, 2010; further: potency means the concentration at half of the fitted maximal effect; on the % scale 0 is the no-effect control and ±100 the full control effect
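Reaction started by 50 nM substrate onto compound-treated Pol beta (10 nM, 15 min preincubation, room temperature); plates read at 0 min and 10 min. Normalized concentration-effect data fitted by four-parameter Hill equation.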
Apoferritin bind: qHTS Assay for Identification of Novel General Anesthetics; Potency, µM (top dose mostly 77.5 µM), for the others: at the top dose activity change, negative = displacement, usual class: inhibitors; Ferritin light chain (Equus caballus), P02791; apoferritin/1-aminoanthracene competitive binding, fluorescence; AID 485281, 2010; 0.074% of 350,000 active; further: potency means the concentration at half of the fitted maximal effect; on the % scale 0 is the no-effect control and ±100 the full control effect; nearly all actives have a fitted effect of over 20% in size
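Horse-spleen apoferritin (10 uM) in 50% saturated 1-aminoanthracene in PBS was incubated 10 min at room temperature with compound. Fluorescence (ex 380, em 535 nm) was normalized to free and bound 1-AMA, with concentration-response fitted by a four-parameter Hill equation.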
RXFP1 antagonist: qHTS Assay for Antagonists of the Relaxin Receptor RXFP1; AID 1259400, 2018; activity change, negative = inhibition, % at 57.5 µM; Relaxin receptor 1 (Homo sapiens), Q9HBX9; HEK293-RXFP1, relaxin-stimulated cAMP HTRF, 30 min; hits give low values; 0.59% of 350,000 active;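 active means activity change of -60% or lower, but not beyond a set lower limit; inconclusive means change between -60% and -40%, or beyond the set limit; inactive means change above -40%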; further: on the % scale 0 is the no-effect control and ±100 the full control effect
POLH inh: qHTS for Inhibitors of Polymerase Eta; Potency, µM (series often up to 114 µM), without a hit: at the top dose activity change, negative = inhibition, most hits filed as inhibitors; recombinant Pol eta, fluorescent DNA replication assay; AID 588591, 2011; 1.2% of 390,000 active; further: potency means the concentration at half of the fitted maximal effect; on the % scale 0 is the no-effect control and ±100 the full control effect
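Pol eta (10 nM) was preincubated with compounds for 15 min at room temperature, after which fluorescent replication substrate (50 nM final) was added to start the reaction. Fluorescence was read kinetically at 0 and 10 min.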
Pol kappa inh: qHTS for Inhibitors of Polymerase Kappa | Potency, µM (titrated, usually from 107 µM), for the others: top-dose activity, negative = inhibition, hits mostly inhibitors | 0.53% of 400,000 active | DNA polymerase kappa (Homo sapiens), Q9UBT6 | AID 588579, 2011 | purified Pol kappa, fluorescent DNA synthesis assay, 10 min; further: potency means the concentration at half of the fitted maximal effect; on the % scale 0 is the no-effect control and ±100 the full control effect
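10 nM Pol kappa was preincubated with compounds for 15 min at room temperature. Reaction started with 50 nM (final) substrate. Fluorescence read kinetically at 0 and 10 min.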
Active calls of the source: *; i = inactive; ? = inconclusive; . = no result given; & = joins results of further samples; [ ] = dose if it differs, or a comment. Unless noted, the call rests on the fitted dose curve; in most records, active means well fitted curve in the direction sought with a large enough effect; inconclusive means small, poorly fitted or top-dose-only effect, or another doubt; inactive means no such curve, though single readings can be large; an effect the other way counts as inactive or inconclusive. This is a subset. The share of hits here may be higher or lower than overall.

SMILES	APEX1 inh	BLM inh	POLI inh	Tb PGK inh	Pol beta inh	Apoferritin bind	RXFP1 antagonist	POLH inh	Pol kappa inh
CN(CC(=O)Nc1cccc(F)c1)C(=O)CNC(=O)Cc1cccc2ccccc12	-3%	.	23%	-10%	.	.	-3	-21%	-3%
Cc1ccc(C)c(S(=O)(=O)N2CCN(C(=O)Cc3ccccc3)CC2)c1	7%	.	-16%	-7%	.	.	-2	-18%	-6%
COc1cccc(C2c3[nH]c4ccccc4c3CCN2Cc2cccc(C)n2)c1 (stereo not drawn)	1%	-11%	11%	0%	-10%	6%	4	-13%	0%
NC(=O)[C@@H]1CCCN1Cc1c(C(=O)N2CCN(C3CCCCC3)CC2)nc2ccccn12	18%	-2%	26%	7%	21%	-1%	0	1%	-9%
Nc1nc(SCn2nnc3ccccc3c2=O)n[nH]1	2%	1%	-6%	i	22%	-4%	0	0%	-1%
CCc1nn(CC(=O)NC2CC2)c(=O)c2cc3ccccc3n12	.	1%	35%[activator]	i	34%	20%	-16	-21%	2%
Cn1cccc1-c1cc(C(=O)N/N=C/c2cc(Br)ccc2O)[nH]n1	3%[12.4 µM]	-15%	4%	1%	?	-15%	-61*	?	-29%
CCN(CC)S(=O)(=O)c1cccc(C(=O)Nc2ccccc2C(=O)Nc2ccc(OC)cc2)c1	.	-9%	21%	-4%	-7%	-2%	-21	-19%	-11%[60.1 µM]
CSC1=N/C(=C\c2ccc(C)cc2)C(=O)S1	-2%	-5%	11%	-4%	4%	-18%	-9	-15%	-4%
CCN(CC(=O)Nc1ccc(N2CCOCC2)cc1)C(=O)c1ccc(C(F)(F)F)cc1	-1%	-7%	29%	-7%	-29%	-5%	-11	-17%	4%
CNC(=O)CN1C(=O)COc2ccc(S(=O)(=O)N3CCC(C)CC3)cc21	.	-2%	28%	8%	1%	2%	.	-4%	-17%
COc1ccccc1OCC(=O)NNC(=O)CSC(=S)N1CCCC1	16%	.	9%	-3%	.	.	7	1%	-5%
Cn1c(=O)c2c(n3c4ccccc4nc13)NC(=O)CC2c1ccccc1F (stereo not drawn)	.	-1%	0%	-4%	-2%	1%	-19	-13%	2%[60.1 µM]
CC1CCN(C(=O)CSc2nc3ccccc3s2)CC1	-1%	-6%	0%	5%	-15%	?	3	?	-1%
COc1ccc(NC(=O)CN(C)C2CCCCC2)cc1Cl	21%	-1%	54%[activator]	i	9%	-2%	-3	-19%	-16%
O=C(NN1C(=O)c2ccccc2NC12CCCCC2)c1ccccc1	-7%	0%	20%	-6%	-2%	-3%	6	-1%	3%
COc1ccc(NC(=O)Nc2ccc3c(c2)C(=O)N([C@H](C)CO)C[C@H](C)[C@@H](CN(C)S(=O)(=O)c2cccs2)O3)cc1	-17%	.	28%	i	.	.	.	-15%	16%
CCOc1cc(CNc2ccc(N3CCN(C(C)=O)CC3)cc2)cc(Br)c1OC	-5%	-1%	44%[activator]	-1%	-15%	-15%	-18	-19%	2%
Nn1c(SCc2ccc(C(=O)O)cc2)nnc1-c1ccc(Cl)cc1Cl	-5%	0%	-15%	i	24%	-11%	4	-2%	-26%
C/C(O)=C(/C#N)c1nc2ccccc2[nH]1	2%	0%	5%	9%	0%	-6%	-7	-9%	-11%
Cc1snc(SCC(=O)c2ccc(Cl)cc2)c1C#N	0%	-7%	21%	-3%	7%	?	12	-11%	-4%
CC(OC(=O)CCCN1C(=O)c2ccccc2C1=O)C(=O)Nc1ncc(Cl)cc1Cl (stereo not drawn)	-2%	-1%	-2%	-7%	0%	-17%	-2	-18%	-4%
O=C(COC(=O)c1ccc([N+](=O)[O-])o1)NCCc1ccccc1	-1%	.	45µM*	-6%	.	.	7	79µM*	-24%
CC(C)Oc1ccc(C(=O)Nc2nnc3n2CCS3)cc1	.	-24%	23%	-4%	11%	-8%	.	-11%	0%[60.1 µM]
Cn1c(C2=C(O)CN(c3ccc4c(c3)OCCO4)C2=N)nc2ccccc21	1%	2%	-5%	7%	23%	-10%	29	-10%	-6%
Cc1ccc(NC(=O)NC(=O)CN2C(=O)NC3(CCc4ccccc43)C2=O)c(C)c1 (stereo not drawn)	1%	-8%	3%	0%	-28%	?	0	-10%	-10%
O=C(N/N=C/c1ccncc1)c1cc([N+](=O)[O-])cc([N+](=O)[O-])c1O	-3%	-12%	?	-17%	0%	-13%	-25	25µM*	-5%
Cc1sc2nc(NCCO)[nH]c(=O)c2c1C	-1%	2%	-12%	3%	0%	-3%	.	-8%	-15%
CC1(NC(=O)C23CC4CC(CC(C4)C2)C3)CCS(=O)(=O)C1 (stereo not drawn)	6%	1%	10%	12%	2%	-6%	-7	-5%	-5%
Cc1ccc2[nH]c(C)c(/C=N/Nc3nc4ccccc4s3)c2c1	-1%	-9%	-1%	-8%	18%	-1%	4	-17%	-6%
Cc1cc(C)n(CC(O)COc2ccc(Cl)cc2Cl)n1 (stereo not drawn)	-1%	1%	55%[activator]	i	49%	-13%	-6	-4%	6%
COc1cc(/C=N/NC(=S)NCC2CCCO2)cc(OC)c1OC (stereo not drawn)	-7%	-2%	57%[activator]	2%	0%	7%	-4	-15%	-12%
CCOC(=O)c1sc(NC(=O)CSc2nnnn2-c2ccc(C)cc2C)nc1C	1%	1%	-2%	i	10%	-13%	-21	-11%	-8%
N#CC(=C=[N-])c1nc2ccccc2nc1-[n+]1cccc(NC(=O)c2ccccc2)c1	5%&9%	-2%&-13%	18%	-2%	9%&20%	-5%&0%	-6	-1%	3%
O=c1c2ccccc2nc2n1C(CSc1ccc(Br)cc1)CN2 (stereo not drawn)	5%	1%	0%	-10%	16%	-17%	-3	-19%	-20%
C(=C\c1nnc2c3ccccc3ncn12)/c1ccccc1	6%	3%	-4%	-10%	-2%	-11%	2	-14%	-7%
COc1ccc(N(C)S(=O)(=O)c2cccc(C(=O)Nc3nc(C)c(C(C)=O)s3)c2)cc1	-17%	.	-14%	3%	.	.	-7	-9%	-10%
CCCCc1nnc(NC(=O)Cn2cnc3ccccc3c2=O)s1	-4%	-1%	147%[activator]	-6%	8%	-2%	-28	-11%	-9%
Cc1ccc(C(=O)NCC(=O)N(C)Cc2cccc(F)c2)s1	14%	.	5%	i	.	.	-25	-11%	-1%
Cc1cc(NC(=O)CSc2ccc(-c3ccc(Br)cc3)nn2)no1	-11%	-8%	22%	3%	3%	-4%	-2	-1%	8%
CN1C(=O)C2(C(C#N)=C(N)Oc3c2oc(CO)cc3=O)c2ccccc21 (stereo not drawn)	-3%	-2%	43%[activator]	1%	17%	-11%	-5	-13%	2%
CC(NC(=O)c1cnccn1)c1ccc(S(N)(=O)=O)cc1 (stereo not drawn)	2%	-15%	26%	-10%	7%	42%[activator]	28	11%	-4%
Cc1cccc(-c2ccc3c(c2)C2CC3CCN2C)c1 (stereo not drawn)	.	.	5%	1%	.	.	.	-20%	1%
Cc1cc(Nc2ccccc2)n(C(=O)c2ccc(N)cc2)n1	-5%	-11%	-6%	4%	12%	-7%	2	-21%	-20%
Clc1ccc2[nH]c(-c3ccccc3)cc2c1	-3%	-9%	-14%	i	16%	-12%	-11	-8%	-25%
CS(=O)(=O)N(CC(=O)Nc1ccccc1Sc1ccccc1)C1CCCCC1	3%	-3%	-8%	-4%	5%	7%	-14	-16%	-11%
O=C(CN1C(=O)C2CC=C(Cl)CC2C1=O)NCc1ccccc1 (stereo not drawn)	-2%	0%	?	-11%	?	2%	0	-7%	-15%
CCCNC(=O)Nc1nc2ccccc2s1	-3%	-1%	-12%	-3%	25%	8%	3	-5%	-11%

With a hit mark in POLI inh, among the entries above:
Molecule,APEX1 inh,BLM inh,POLI inh,Tb PGK inh,RXFP1 antagonist,POLH inh,Pol kappa inh
O=C(COC(=O)c1ccc([N+](=O)[O-])o1)NCCc1ccccc1,-1%,.,45µM*,-6%,7,79µM*,-24%

Additional entries follow.
SMILES	APEX1 inh	BLM inh	POLI inh	Tb PGK inh	Pol beta inh	Apoferritin bind	RXFP1 antagonist	POLH inh	Pol kappa inh
CC(=O)Nc1ccc(S(=O)(=O)N(C)CC(=O)NC2CCCC(C)C2C)cc1 (stereo not drawn)	51%[activator]	.	49%[activator]	-1%	.	.	1	-13%	0%
CC12CCC(=O)N1C(C(=O)Nc1ccc(S(=O)(=O)N3CCCCC3)cc1)CS2 (stereo not drawn)	6%	.	29%	-2%	.	.	-1	-19%	-5%
Cc1nc2ccc(NC(=O)N3CCSCC3)cc2nc1C	5%	-2%	27%	5%	0%	55%[activator]	1	3%	-13%
CCOC(=O)/C=C/C(=O)N1CCN(C(=O)/C=C/C(=O)OCC)CC1	-3%	-1%	47%[activator]	8%	7%	-5%	-7	-5%	-2%
CC(C)(C)c1ccc(C(=O)N2CCCCCC2=O)cc1	9%	3%	12%	4%	14%	-11%	4	7%	-1%
Cn1cnnc1SCC(=O)Nc1ccc2nc(SCc3ccccc3F)sc2c1	3%	-9%	11%	.	1%	?	8	-14%	-2%
C=C(C)CNC(=O)CCc1nnc(Cc2cccc(C(F)(F)F)c2)o1	2%	-1%	16%	2%	0%	-13%	-1	-18%	-1%

Source: PubChem BioAssay (National Center for Advancing Translational Sciences (NCATS))
